TAG inh: inhibitors of triacylglycerol accumulation, primary screen, cell-based, uHTS, fluorescence, H9c2; H9c2 cells, Nile Red lipid (TAG) fluorescence; cells loaded with 200 µM oleic acid; inhibition, % at 12.5 µM; AID 651582, 2012; actives 0.66% (n = 230,000);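 active = pattern-corrected inhibition of lipid staining of at least 50% with the nuclear-stain viability signal not falling by more than 50%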;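 note: 0% = DMSO wells and 100% = triacsin C control wells; some results filed as inactive read as strong as hits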
TAG inh DAPI viability: recorded beside TAG inh, whose call it bears; DAPI nuclei signal change (viability), lower = more cytotoxic, %;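 whole-well DAPI fluorescence read on a plate reader as a viability signal; minus 50 percent equals half of cells still viable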
* hit, by the source's call. A portion of the library. The share of hits here may be higher or lower than overall.

Results for COC(=O)Nc1nn(-c2ccc(C)cc2)c(=O)c(C#N)c1C ?
TAG inh: 9; TAG inh DAPI viability: -3

How did CCn1c(CNC(=O)c2ccc(Cl)cc2)nnc1SCC(=O)N1CCOCC1 do in these assays?
TAG inh: -4; TAG inh DAPI viability: 5

What do the screens show for `CC(C)C[C@H]1CNC(=S)N1CC1CCN(CC2CCC(C(C)(C)C)CC2)CC1` (stereo not given in full)?
TAG inh: 27; TAG inh DAPI viability: 4

Results for Cn1c(Sc2ccccc2Cl)c(C=O)c2ccccc21 ?
TAG inh: 11; TAG inh DAPI viability: -6

Results for COc1ccccc1C(=O)O/N=C(\N)c1ccccc1Cl ?
TAG inh: -6; TAG inh DAPI viability: -5

How did COCc1cc(C)nc(SCC(=O)Nc2ccccc2N2CCOCC2)c1C#N do in these assays?
TAG inh: 20; TAG inh DAPI viability: 13

Results for S=C(NCCCn1ccnc1)NC1CCCCC1 ?
TAG inh: -3; TAG inh DAPI viability: 6

How did Cc1ccc(NC(=O)Nc2nnc(-c3ccccc3)o2)cc1 do in these assays?
TAG inh: 1; TAG inh DAPI viability: 11

What do the screens show for `O=C(CSc1nc2ccccc2o1)Nc1nccs1`?
TAG inh: -1; TAG inh DAPI viability: 5

Results for O=C(NNC(=O)c1nc2ccccc2[nH]1)OCc1ccccc1 ?
TAG inh: 8; TAG inh DAPI viability: -5

What do the screens show for `COc1ccc(/C(C)=N/OC/C(O)=C(\C#N)c2nc3ccccc3[nH]2)cc1OC`?
TAG inh: 8; TAG inh DAPI viability: 4

What do the screens show for `CC1(C(=O)NS(=O)(=O)Cc2ccccc2)CCN1C(=O)Cc1ccccc1Cl` (stereo not given)?
TAG inh: 12; TAG inh DAPI viability: -3

How did COc1ccc(C(CNC(=O)c2cccc(S(=O)(=O)Nc3ccc(C)cc3)c2)N2CCOCC2)cc1 (stereo not given) do in these assays?
TAG inh: -1; TAG inh DAPI viability: 4

How did COc1ccc(OC)c(NC(=O)COc2ccc3c(c2)CCC3)c1 do in these assays?
TAG inh: -13; TAG inh DAPI viability: 1

How did CCSC1=NC2(CCCCC2)Nc2sc3c(c21)CCCC3 do in these assays?
TAG inh: -2; TAG inh DAPI viability: -12

How did COc1ccc(OC)c(C2C(C(=O)Nc3ccccc3OC)=C(C)Nc3nc(CCCO)nn32)c1 (stereo not given) do in these assays?
TAG inh: 22; TAG inh DAPI viability: -5

What do the screens show for `CCOC(=O)C1CCCN(C(=O)c2ccc(Cl)c(S(=O)(=O)N3CCc4ccccc43)c2)C1` (stereo not given)?
TAG inh: 5; TAG inh DAPI viability: -7

What do the screens show for `CC1Cc2ccccc2N1C(=O)CCS(=O)(=O)c1cccs1` (stereo not given)?
TAG inh: -8; TAG inh DAPI viability: 6

How did CC(C)NC(=O)/C(=C/c1ccco1)c1ccccc1 do in these assays?
TAG inh: -6; TAG inh DAPI viability: -12

What do the screens show for `CNC(=O)Nc1cccc2cccnc12`?
TAG inh: 1; TAG inh DAPI viability: 74

What do the screens show for `Cc1noc(C)c1NC(=O)N(C)C[C@@H]1Oc2cc(Br)ccc2S(=O)(=O)N([C@H](C)CO)C[C@@H]1C`?
TAG inh: 4; TAG inh DAPI viability: -3

Results for CCn1c(C)nc2cc(C(=O)NNS(=O)(=O)c3ccc(C)c(C)c3)ccc21 ?
TAG inh: -17; TAG inh DAPI viability: -3

Results for CCCCC1(CC(=O)OCC)SCCN1C(N)=O (stereo not given) ?
TAG inh: 6; TAG inh DAPI viability: 1

What do the screens show for `COc1cc(NC(=O)Cc2ccccc2)c(C(=O)O)cc1OC`?
TAG inh: 3; TAG inh DAPI viability: 0

How did Cc1ccc(NS(=O)(=O)N2CCCCC2)cc1 do in these assays?
TAG inh: -14; TAG inh DAPI viability: 5

What do the screens show for `CCCN1C(=O)COc2ccc(-c3n[nH]c(=O)c4ccccc34)cc21`?
TAG inh: -11; TAG inh DAPI viability: 2

How did COC(=O)CSc1nnc(-c2ccccc2OC)n1-c1ccc(C)cc1 do in these assays?
TAG inh: -14; TAG inh DAPI viability: -1

How did CN1C(=O)[C@H]2[C@@H](c3ccc(C(F)(F)F)cc3)N[C@]3(CCCN(Cc4ccc(F)cc4)C3=O)[C@H]2C1=O do in these assays?
TAG inh: 3; TAG inh DAPI viability: 5

Results for COc1ccc(CC2(CO)COc3ccccc3C2=O)cc1 (stereo not given) ?
TAG inh: -2; TAG inh DAPI viability: -5

What do the screens show for `CCN(c1ccccc1)S(=O)(=O)c1ccc(Oc2ccc([N+](=O)[O-])cc2)nc1`?
TAG inh: -2; TAG inh DAPI viability: 1

Results for Cc1ccc2sc(C)[n+](CCCS(=O)(=O)[O-])c2c1 ?
TAG inh: 3; TAG inh DAPI viability: -3

Results for O=C(N/N=C/c1cc([N+](=O)[O-])cc([N+](=O)[O-])c1O)C(O)(c1ccccc1)c1ccccc1 ?
TAG inh: 4; TAG inh DAPI viability: 1

How did C/C(=N\Nc1ccc(C(F)(F)F)cn1)c1ccncc1 do in these assays?
TAG inh: -13; TAG inh DAPI viability: 7

How did CC(NC(=O)CNC(=O)c1ccccc1F)c1ccc(-n2ccnc2)cc1 (stereo not given) do in these assays?
TAG inh: -4; TAG inh DAPI viability: -7

What do the screens show for `Cc1ccc([N+](=O)[O-])cc1NC(=O)C(C)NS(=O)(=O)c1ccc(F)cc1` (stereo not given)?
TAG inh: 3; TAG inh DAPI viability: -13

What do the screens show for `CN1CCN(C(=O)c2cc(COc3c(F)cccc3F)on2)CC1c1ccccc1` (stereo not given)?
TAG inh: -14; TAG inh DAPI viability: 4

How did COc1ccccc1CCNC(=O)CSc1nnc2ccc(-c3ccncc3)nn12 do in these assays?
TAG inh: 1; TAG inh DAPI viability: -10

How did COc1ccc(-c2csc(NC(=O)c3ccc(S(C)(=O)=O)cc3)n2)cc1 do in these assays?
TAG inh: -9; TAG inh DAPI viability: 0

How did COc1ccc2c(c1)CC[C@@H]1[C@@H]2CC[C@]2(C)[C@@H](C(C)=O)C[C@@H]12 do in these assays?
TAG inh: -8; TAG inh DAPI viability: 0

What do the screens show for `NNC(=S)NC1CCS(=O)(=O)C1` (stereo not given)?
TAG inh: -10; TAG inh DAPI viability: 1

What do the screens show for `COc1cc2nc3occc3c(OC)c2cc1OC`?
TAG inh: 0; TAG inh DAPI viability: 1

What do the screens show for `COc1ccc(Cl)cc1C(=O)NCC(C)C`?
TAG inh: -6; TAG inh DAPI viability: 10

Results for CC1(C)Cc2c(sc3nc4n(-c5ccccc5)cnn4c(=O)c23)CO1 ?
TAG inh: 16; TAG inh DAPI viability: -2

Results for Cc1ccccc1-c1noc(CNC(=O)COc2ccccc2)n1 ?
TAG inh: -11; TAG inh DAPI viability: 5

What do the screens show for `COc1ccc(C(OC(=O)c2ccco2)C(=O)NC(C)(C)C)cc1OC` (stereo not given)?
TAG inh: -7; TAG inh DAPI viability: -3

How did COc1cc(C)c(CN2CCN(c3ncccn3)CC2)cc1C do in these assays?
TAG inh: -8; TAG inh DAPI viability: 7

What do the screens show for `O=C1N[C@@H](Cc2ccccc2)C(=O)N2[C@H]1C[C@]1(Br)c3ccccc3N(S(=O)(=O)c3ccccc3)[C@H]21`?
TAG inh: 6; TAG inh DAPI viability: -4

Results for Cc1ccc(S(=O)(=O)Nc2cccc(C(=O)NCCCN3CCOCC3)c2)cc1F ?
TAG inh: 12; TAG inh DAPI viability: 0

What do the screens show for `COc1ccc(-c2noc(CN(Cc3nccn3C)C(C)C)n2)cc1`?
TAG inh: -5; TAG inh DAPI viability: 16

Results for COc1cc(C=C2CN(C)C(=O)C2=O)ccc1O ?
TAG inh: -15; TAG inh DAPI viability: 10

Results for O=C(NCCCc1ccccc1)c1ccc(Br)o1 ?
TAG inh: -29; TAG inh DAPI viability: 8

How did O=C(COc1ccc(-c2nnco2)cc1)Nc1c(Cl)cccc1C(F)(F)F do in these assays?
TAG inh: 3; TAG inh DAPI viability: -3

What do the screens show for `CCOC(=O)c1nc(N)c(C(=O)OCC)[nH]1`?
TAG inh: 0; TAG inh DAPI viability: 2

Results for CCOC(=O)c1c(NC(=S)Nc2ccccc2)sc2c1CC(C)(C)SC2 ?
TAG inh: 8; TAG inh DAPI viability: -1

How did O=C(NCc1ccc2c(c1)OCO2)c1ccc(=O)[nH]c1 do in these assays?
TAG inh: -14; TAG inh DAPI viability: 2

Results for O=C(O)Cn1nc(-c2ccccc2)c2ccccc2c1=O ?
TAG inh: 12; TAG inh DAPI viability: -12

Results for CN(C)c1ccc(NC(=S)Nc2ccc3c(c2)c(=O)n(C)n3-c2ccc(C(C)(C)C)cc2)cc1 ?
TAG inh: 46; TAG inh DAPI viability: 17

What do the screens show for `N#CC1=C(N)S[C@@H](C(=O)c2ccc(F)cc2)[C@@H]1c1cccs1`?
TAG inh: -10; TAG inh DAPI viability: 8

How did O=C(c1ccccc1)N1CCN(CC(O)COCC2CC=CCC2)CC1 (stereo not given) do in these assays?
TAG inh: -3; TAG inh DAPI viability: 10

How did Cc1nn(-c2ccccc2)c(C)c1NC(=O)COC(=O)CCc1ccccc1 do in these assays?
TAG inh: 8; TAG inh DAPI viability: -1

What do the screens show for `O=S1(=O)CCOC[C@H](c2ccccc2)N1Cc1ccccc1F`?
TAG inh: 10; TAG inh DAPI viability: 1

What do the screens show for `COc1ccc(COC(=O)C2=C(C)NC(=O)NC2c2ccc(O)cc2)cc1` (stereo not given)?
TAG inh: -20; TAG inh DAPI viability: 1

How did O=S(=O)(NC1CCCCC1N1CCOCC1)c1ccc(Cl)cc1 (stereo not given) do in these assays?
TAG inh: -9; TAG inh DAPI viability: -6

Results for CC(C)c1ccc(NC(=O)COC(=O)C2CC3C=CC2C3)cc1 (stereo not given) ?
TAG inh: 0; TAG inh DAPI viability: -2

Results for O=C(NNc1cc(Cl)cc(Cl)c1)c1cccs1 ?
TAG inh: -12; TAG inh DAPI viability: -4

Results for COc1ccc(C2/C=C\CN(CC(C)(C)C)CC(=O)N2Cc2ccc(F)cc2)cc1 (stereo not given) ?
TAG inh: -8; TAG inh DAPI viability: -1

Results for O=C(Nn1cnnc1)c1ccncc1 ?
TAG inh: 1; TAG inh DAPI viability: -7

What do the screens show for `CCOC(=O)C1CCN(Cc2cc(C(C)(C)C)c(O)c(C(C)(C)C)c2)CC1`?
TAG inh: 18; TAG inh DAPI viability: -4

Results for Cc1nc([N+](=O)[O-])c(C(=O)OCc2ccccc2F)n1C ?
TAG inh: 0; TAG inh DAPI viability: -1

How did CCCn1c(C(CO)Nc2nc(-c3cccc(Br)c3)cs2)nc2ccccc21 (stereo not given) do in these assays?
TAG inh: -89; TAG inh DAPI viability: 5

How did CCOC(=O)C1=CN(Cc2cccc(F)c2)S(=O)(=O)NC1c1ccc2ccccc2c1 (stereo not given) do in these assays?
TAG inh: -3; TAG inh DAPI viability: -2

Screening results (PubChem)
